Bioassay records as filed in PubChem BioAssay.
Sm TGR block = inhibitors of Schistosoma mansoni thioredoxin glutathione reductase | Q962Y6 | purified TGR, DTNB reduction, TNB absorbance 405 nm | Potency, µM (titrated, usually from 114 µM), for the others: at the top dose activity change, negative = inhibition, hits mostly inhibitors | 360,000 compounds, 3% hits | AID 485364; also: nearly all actives have a fitted effect of over 60% in size
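TGR 20 nM + NADPH 100 uM (dispensed conc.), cpd preinc 15 min RT; start with NADPH (500 uM addition) then DTNB (15 mM addition). Kinetic TNB absorbance, 405 nm filter. Four-parameter Hill fit across titration.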
HCV inh = HCV inhibition. Huh7.5.1 HCVcc-Cre infection, luciferase reporter, 44 h. Potency, µM (series often up to 41.8 µM), inactives show at the top dose activity change, negative = inhibition, usual class: inhibitors. 340,000 compounds, 3.4% hits. AID 651820
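Whole-lifecycle infectious HCVcc-Cre system; cells 1,000/well, compound then virus (~0.5 moi) added 4 h after plating, 44 h culture. Luciferase read 15 sec following 15 min substrate incubation, room temp.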
LmPK inh = inhibitors of Leishmania mexicana pyruvate kinase. Potency, µM (series often up to 57.5 µM), without a hit: top-dose activity change, negative = inhibition, actives largely listed as inhibitors. Q27686. purified LmPK, Kinase-Glo ATP luminescence, 1 h. 290,000 compounds, 0.37% hits
Target sequence (Q27686 whole entry, looked up): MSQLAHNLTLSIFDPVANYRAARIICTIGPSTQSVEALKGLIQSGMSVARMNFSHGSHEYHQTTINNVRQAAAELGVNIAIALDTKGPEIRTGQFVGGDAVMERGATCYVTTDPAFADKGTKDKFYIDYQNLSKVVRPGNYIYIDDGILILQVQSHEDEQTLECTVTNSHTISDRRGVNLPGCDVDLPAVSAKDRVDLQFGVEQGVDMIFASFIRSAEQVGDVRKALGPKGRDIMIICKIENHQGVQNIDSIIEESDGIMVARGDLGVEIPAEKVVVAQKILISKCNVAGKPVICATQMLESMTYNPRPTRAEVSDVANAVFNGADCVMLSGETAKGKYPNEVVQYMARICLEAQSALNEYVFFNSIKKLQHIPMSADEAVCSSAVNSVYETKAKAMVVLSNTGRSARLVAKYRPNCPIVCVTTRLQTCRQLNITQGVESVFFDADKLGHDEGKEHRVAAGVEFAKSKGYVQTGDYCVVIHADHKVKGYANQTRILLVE
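ATP generated from ADP (0.1 mM) and PEP (0.5 mM) by 0.1 nM LmPK over 1 h at room temperature (pH 7.2 imidazole buffer) was detected by coupled luciferase luminescence. Values were normalized to uninhibited and no-enzyme wells.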
Pf growth 96h = P. falciparum growth inhibition at 96 hours | P. falciparum luciferase reporter growth, 96 h | AID 504834 | 320,000 compounds, 6.9% hits | Potency, µM (top dose mostly 28.7 µM), for the others: at the highest dose activity change, negative = inhibition, usual class: inhibitors
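P. falciparum expressing integrated firefly luciferase grown in erythrocytes (2% hematocrit, 0.05% parasitemia final) with compounds for 96 hours at 37 C, 5% CO2. Growth inhibition read as loss of luminescence after adding luciferase detection reagent.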
Pf growth 48h = inhibits P. falciparum growth in the first generation, 48 h; 310,000 compounds, 5.9% hits; Potency, µM (top dose mostly 28.7 µM), inactives show top-dose activity change, negative = inhibition, hits mostly inhibitors; AID 504832; P. falciparum luciferase growth in erythrocytes, 48 h
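Here the parasites carry a stable luciferase gene and grow inside erythrocytes in Albumax-based RPMI medium with compound for one erythrocytic cycle. Activity is scored as loss of luminescent signal.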
Tb PYK inh = T. brucei pyruvate kinase inhibition; Q57TT1; TbPYK enzyme, Kinase-Glo Plus ATP luminescence, 45 min; Potency, µM (doses to about 76.8 µM), for inactives: at the highest dose activity, negative = inhibition, most hits filed as inhibitors; 410,000 compounds, 0.12% hits; AID 624173; also: nearly all actives have a fitted effect of over 50% in size
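T. brucei PYK with substrate was exposed to pin-transferred compounds across a concentration series, then started with 130 uM ADP (final). After 45 min at room temperature, Kinase-Glo Plus luminescence was read, normalized and curve-fitted.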
The depositor's hits bear a star; ? = inconclusive; . = not tested or not shown; & = joins results of further samples; [ ] = remark or other dose. Calls follow the shape of the dose curve; as a rule, active = well fitted curve in the direction sought with a large enough effect; inconclusive = small, poorly fitted or top-dose-only effect, or another doubt; inactive = no such curve, though single readings can be large; an effect the other way counts as inactive or inconclusive. % is scaled to controls: 0 for no effect and ±100 for the full control effect; potency is read from the fitted curve at half-maximal effect. Random draw from the library; about 16% have a hit in one of these screens.

Sample of the layout (13 entries):
1. CN(CC(=O)Nc1ccccc1Cl)C(=O)Cn1nnc(-c2ccc(F)cc2)n1
2. Cc1cc(C)cc(N(CC(=O)NC(C)C)C(=O)CCC(=O)Nc2ccccn2)c1
3. CCCC(=O)n1nc(-c2ccc(C)cc2)nc1NCc1ccco1
4. Cn1c(-c2nonc2NC(=O)c2ccc(C(C)(C)C)cc2)nc2ccccc21
5. COc1ccc(-[n+]2c(-c3ccccc3)cc(-c3ccccc3)cc2-c2ccccc2)cc1
6. Cc1ccc(C(=O)N/C(N)=N/c2nc3ccccc3o2)cc1
7. O=C1NN=C(c2ccc(Cl)cc2)CC1c1cccc(Br)c1 (configuration not stated)
8. CCOC(=O)N1CCN(S(=O)(=O)c2cc3c(cc2C)NC(=O)CO3)CC1
9. COc1cccc(C2c3[nH]c4ccccc4c3C[C@H]3C(=O)N(c4ccccc4C(=O)N4CCC(C(=O)O)CC4)C(=O)N23)c1 (some centres not stated)
10. COc1ccc(NC(=O)CN(C)CC(=O)Nc2cccc(C(C)=O)c2)cc1

assay / compound	1	2	3	4	5	6	7	8	9	10
Sm TGR block	6%	-22%	-32%	10%	-16%	-1%	4%	0%	-8%	-13%
HCV inh	-2%	1%	3%	.	?	9%	-17%	-2%	19%	-22%
LmPK inh	.	0%	-4%	-5%	.	3%	0%	-2%	-15%	-2%
Pf growth 96h	39%[activator]	?	19%	-23%	0.29µM*	7%	12%	22%	?	-30%
Pf growth 48h	0%	-12%	126%[activator]	51%[activator]	0.83µM*	.	4.1µM*	17%	?	-31%
Tb PYK inh	6%	-2%	-3%	.	-1%	-5%	-2%	-9%	-2%	0%

11. COc1ccc(C(=O)Nc2cccc(S(=O)(=O)NC3=NCCCCC3)c2)cc1
12. CCCCCCC12CCC(C(=O)O)(CC1)CC2
13. O=C(O)C1CCCCN1S(=O)(=O)c1cccc2nsnc12 (configuration not stated)

assay / compound	11	12	13
Sm TGR block	-21%	-1%	-8%
HCV inh	-9%	9%	-5%
LmPK inh	.	2%	-5%
Pf growth 96h	?	-11%	-20%
Pf growth 48h	?	-1%	-1%
Tb PYK inh	1%	.	0%

Results, repeating the preview:
1. CN(CC(=O)Nc1ccccc1Cl)C(=O)Cn1nnc(-c2ccc(F)cc2)n1
2. Cc1cc(C)cc(N(CC(=O)NC(C)C)C(=O)CCC(=O)Nc2ccccn2)c1
3. CCCC(=O)n1nc(-c2ccc(C)cc2)nc1NCc1ccco1
4. Cn1c(-c2nonc2NC(=O)c2ccc(C(C)(C)C)cc2)nc2ccccc21
5. COc1ccc(-[n+]2c(-c3ccccc3)cc(-c3ccccc3)cc2-c2ccccc2)cc1
6. Cc1ccc(C(=O)N/C(N)=N/c2nc3ccccc3o2)cc1
7. O=C1NN=C(c2ccc(Cl)cc2)CC1c1cccc(Br)c1 (configuration not stated)
8. CCOC(=O)N1CCN(S(=O)(=O)c2cc3c(cc2C)NC(=O)CO3)CC1

assay / compound	1	2	3	4	5	6	7	8
Sm TGR block	6%	-22%	-32%	10%	-16%	-1%	4%	0%
HCV inh	-2%	1%	3%	.	?	9%	-17%	-2%
LmPK inh	.	0%	-4%	-5%	.	3%	0%	-2%
Pf growth 96h	39%[activator]	?	19%	-23%	0.29µM*	7%	12%	22%
Pf growth 48h	0%	-12%	126%[activator]	51%[activator]	0.83µM*	.	4.1µM*	17%
Tb PYK inh	6%	-2%	-3%	.	-1%	-5%	-2%	-9%

9. COc1cccc(C2c3[nH]c4ccccc4c3C[C@H]3C(=O)N(c4ccccc4C(=O)N4CCC(C(=O)O)CC4)C(=O)N23)c1 (some centres not stated)
10. COc1ccc(NC(=O)CN(C)CC(=O)Nc2cccc(C(C)=O)c2)cc1
11. COc1ccc(C(=O)Nc2cccc(S(=O)(=O)NC3=NCCCCC3)c2)cc1
12. CCCCCCC12CCC(C(=O)O)(CC1)CC2
13. O=C(O)C1CCCCN1S(=O)(=O)c1cccc2nsnc12 (configuration not stated)
14. Brc1ccc(CSc2ncn[nH]2)cc1
15. O=C(C1=C(O)C(=O)N(CCCn2ccnc2)C1c1cccc(Br)c1)c1ccco1 (configuration not stated)
16. COCc1cc(C)nc(OCC(=O)N/N=C/c2ccc(O)cc2)c1C#N

assay / compound	9	10	11	12	13	14	15	16
Sm TGR block	-8%	-13%	-21%	-1%	-8%	13%[11.4 µM]	-6%	8%
HCV inh	19%	-22%	-9%	9%	-5%	3%	24%	6%
LmPK inh	-15%	-2%	.	2%	-5%	1%	-10%	-1%
Pf growth 96h	?	-30%	?	-11%	-20%	-7%	15%	-29%
Pf growth 48h	?	-31%	?	-1%	-1%	.	-24%	6%
Tb PYK inh	-2%	0%	1%	.	0%	2%	2%	-6%

17. C/C(=C\C(=O)c1ccccc1)NNC(=O)c1ccc(Cl)cc1
18. Cc1c(C(=O)N2CCN(Cc3ccccc3)CC2)oc2c1C(=O)CC(C)(C)C2
19. CCCn1nnc(NC(=O)c2ccc(Cl)cc2Cl)n1
20. COc1ccc(OC)c(C2C(C(=O)c3ccco3)=C(O)C(=O)N2Cc2cccnc2)c1 (configuration not stated)
21. CC(=O)Cc1nsc(NC(=O)c2ccc(-c3ccccc3Cl)o2)n1
22. COc1ccc(NC(=O)Cc2nnc(SCC(=O)NC3CCCCC3C)n2C)cc1 (configuration not stated)
23. O=C(c1ccc(NS(=O)(=O)c2ccc3[nH]c(=O)[nH]c3c2)cc1)N1CCCC(C(F)(F)F)C1 (configuration not stated)
24. Cc1nc(SCc2ccc(F)cc2)c([N+](=O)[O-])[nH]1

assay / compound	17	18	19	20	21	22	23	24
Sm TGR block	-27%	-28%	1%	-23%	-11%	-1%	10%	0%
HCV inh	22%	-13%	13%	9%	?	23%	22%	-7%
LmPK inh	25%	-4%	-8%	-9%	-14%	-3%	.	0%
Pf growth 96h	0%	-26%	?	-19%	-10%	-20%	42%[activator]	87%[activator]
Pf growth 48h	-4%	?	189%[activator]	?	14%	?	-23%	4%
Tb PYK inh	1%	-2%	0%	-4%	1%	-4%	-6%	-4%

25. COc1ccc(NS(=O)(=O)c2cccc(C(=O)NCC(c3ccc(OC)cc3)N3CCCC3)c2)cc1 (configuration not stated)
26. C=CCn1c(SCC(=O)NCC2CCCO2)nc2scc(-c3ccc(OC)cc3)c2c1=O (configuration not stated)
27. CC(O)CN1CCN(C(=O)CN2C(=O)NC(c3ccccc3)(c3ccccc3)C2=O)CC1 (configuration not stated)
28. CC(C)(O)[C@@H]1Cc2c(ccc3ccc(=O)oc23)O1
29. O=C(/C=C/c1ccco1)N(Cc1cccc(Cl)c1)C1CCS(=O)(=O)C1 (configuration not stated)
30. O=C(/C=C/c1ccco1)NC(=S)Nc1ccccc1Br
31. COc1cc(C(=O)O)cc(NC(=O)c2cccs2)c1OC
32. COc1ccc(OC)c(NC(=O)C(CCSC)NS(=O)(=O)c2cccs2)c1 (configuration not stated)

assay / compound	25	26	27	28	29	30	31	32
Sm TGR block	-14%	2%	-1%	-13%	2.8µM*	35µM*	3%	-15%&1%
HCV inh	-25%	.	8%	-3%	7%	-5%	-19%	1%
LmPK inh	.	7%	-3%	0%	-2%	3%	4%	2%
Pf growth 96h	7.4µM*	5.2µM*	-57%	5%	?	?	-24%	109%[activator]
Pf growth 48h	6.6µM*	13%	-21%	14%	?	17%	42%[activator]	11%
Tb PYK inh	1%	7%	-1%	-4%	-13%	-2%	-10%	-6%&4%

33. COC(=O)c1ccc(CSc2nnc(NC(=O)C3CC(=O)N(Cc4ccc(C)cc4)C3)s2)cc1 (configuration not stated)
34. Oc1ccc(Br)cc1/C=N/N1CCCCC1
35. CN1CCN(C(=O)C2=C[C@H](c3ccc4c(c3)OCO4)C[C@H](OCc3ccc(CO)cc3)O2)CC1
36. COc1ccccc1N1CCN(Cc2cc3c(cc2Br)OCCO3)CC1
37. Cc1cc(C)n2nc(C(=O)OC(C)C(=O)c3ccccc3)nc2n1 (configuration not stated)
38. CCN(CC)S(=O)(=O)c1ccc(N2CCOCC2)c(NC(=O)COc2ccccc2)c1
39. COc1cc(N/C(N)=N/c2nc(C)cc(C)n2)c(OC)cc1Cl
40. COc1ccc(-n2c(=O)c3ccccc3c3ccccc3c2=O)cc1

assay / compound	33	34	35	36	37	38	39	40
Sm TGR block	-4%	7%	-2%	14%	0%	4%	0%	-10%
HCV inh	5%	21%	4%	-15%	-4%	?	?	-1%
LmPK inh	3%	?	-1%	-5%	.	-1%	6%	3%
Pf growth 96h	-15%	148%[activator]	0%	-44%	-5%	?	-8%	?
Pf growth 48h	-3%	95%[activator]	?	?	-1%	9.3µM*	?	12%
Tb PYK inh	1%	-11%	-4%	-4%	1%	-2%	-13%	6%

41. Cc1ccc(S(=O)(=O)N(C)c2ccc(C(=O)O)cc2)cc1
42. COc1ccc(C(=O)C2CCCN(Cc3cn(C)nc3-c3ccccc3)C2)cc1F (configuration not stated)
43. CCCC(C)C(=O)Nc1ccc(C(N)=O)cc1 (configuration not stated)
44. CCCCn1c(N)c(N(CCOC)C(=O)c2ccc(N3CCCC3=O)cc2)c(=O)[nH]c1=O
45. O=C(O)c1cc2n(n1)C(C(F)(F)F)CC(C1CC1)N2 (configuration not stated)
46. Cc1ccc(C(=O)Nc2ccc(N3CCN(C)CC3)cc2)cc1
47. CCOc1ccc(NC(=O)CCC(=O)N/N=C2\CCCc3ccccc32)cc1
48. O=C(COC(=O)CCSc1ccc(Cl)cc1)NCc1ccco1

assay / compound	41	42	43	44	45	46	47	48
Sm TGR block	3%	9%	0%	4%	8%	-13%	0%	?
HCV inh	1%	-25%	4%	3%	4%	-14%	-4%	6%
LmPK inh	11%	-8%	0%	.	4%	1%	-2%	-1%
Pf growth 96h	-9%	9.3µM*	3%	8%	52%[activator]	0%	-11%	44%[activator]
Pf growth 48h	-5%	?	8%	-1%	2.1µM*	68%[activator]	2%	43%[activator]
Tb PYK inh	-3%	0%	-14%	1%	-27%	-7%	-21%	-24%

49. CCc1nnc(NC(=O)CSc2nnc(-c3c[nH]c4ccccc34)n2CC)s1
50. COc1ccc(CC(=O)Nc2nc3ccccc3s2)cc1S(=O)(=O)N1CCOCC1
51. CCCCN(C)c1nc(-c2ccco2)c2c(c1C#N)CC(C)(C)OC2
52. O=C(NCc1ccc2c(c1)OCO2)c1cnc2ccccn2c1=O

assay / compound	49	50	51	52
Sm TGR block	-28%	4%	2.8µM*	5%
HCV inh	-2%	11µM*	-17%	-1%
LmPK inh	3%	0%	0%	5%
Pf growth 96h	-10%	?	2.9µM*	?
Pf growth 48h	-6%	?	.	18%
Tb PYK inh	1%	-15%	?	10%
